IEC-6 cytotox – cytotoxicity in IEC-6 intestinal epithelial cells, primary screen, cytotoxicity control for KLF5 inhibitor project, cell-based, luminescence | IEC-6 cytotoxicity, luminescence viability | AID 1825, 2009 | inhibition, % at 5 µM | actives 0.78% (n = 290,000); in the data active = inhibition above about 22%;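 note: 0% = plate median of test compound wells and 100% = cytotoxic reference compound wells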
HIF activator – HIF pathway transcriptional activators, primary screen, cell-based, U2OS HRE-luciferase, luminescence; activation, % at 7.5 µM (by protocol); actives 0.32% (n = 300,000); AID 1910, 2009; U2OS HRE-luciferase reporter; normalized: DMSO 0%, desferrioxamine 100%;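 active = mean activation of at least 10% of the iron chelator positive control signal, with at least half of replicates also reaching 10%; inconclusive = mean and replicate majority disagree about reaching 10%; inactive = mean and most replicates under 10%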
Platelet DG rel – inhibitors of platelet dense granule secretion, primary screen, cell-based, MLPCN, human platelets. actives 0.22% (n = 300,000). human platelet-rich plasma, SFLLRN dense granule ATP release, luminescence. inhibition, %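 (compounds screened at 7.5 µM in platelet-rich plasma)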;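 active = mean replicate score, as percent of positive control, at or above 50; inconclusive = mean below 50 but at least one replicate at or above 50; inactive = mean and every replicate below 50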
aSyn UTR inh – MLPCN primary screen, SNCA 5' untranslated region; alpha-synuclein 5'UTR reporter, inhibitor activity; actives 0.82% (n = 300,000); AID 1813, 2009; inhibition, % (tested at 7.5 µM); in the data active = inhibition above about 60%; inconclusive = no clear call, values can overlap the other calls;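 note: H4 neuroglioblastoma cells stably carrying SNCA 5'UTR luciferase fusion; 0% = DMSO wells and 100% = positive control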
HSP90 inh – HSP90 inhibitors, primary screen, cell lysate, luminescence; Rabbit reticulocyte lysate, luciferase refolding luminescence, 3 h; AID 1789, 2009; inhibition, % at 5.6 µM; actives 0.91% (n = 290,000);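 active = inhibition above the screen-wide mean plus 3 SD, computed separately per campaign, cut at about 16% in these data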;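 note: 0% = DMSO wells and 100% = 60 µM geldanamycin wells; inhibitors lower the luminescence because luciferase stays unfolded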
SKKanGAS inh – S. pyogenes SKKanGAS growth inhibitors in kanamycin, primary screen, streptokinase expression inhibitor project, SKKanGAS strain, BacTiter-Glo luminescence; 6 h; inhibition, % at 7.5 µM; actives 1.3% (n = 300,000); AID 1662, 2009;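 active = mean replicate score, as percent of positive control median, at least 50; inconclusive = mean below 50 but one replicate at or above 50; inactive = mean and every replicate below 50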;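 note: strain carries kanamycin resistance gene driven by streptokinase promoter and grows in 40 µg/ml kanamycin; loss of luminescence reflects streptokinase promoter inhibition or plain growth inhibition; 0% = median of DMSO wells and 100% = positive control at its reference dose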
AI-2 QS modul – Vibrio harveyi AI-2 quorum sensing modulators, primary screen, JMH597 strain, luminescence/OD600 ratio; Vibrio harveyi JMH597 AI-2 luminescence/OD600 ratio, 9 h; stronger effect = lower value; strain lacks LuxN and CqsS sensors; 0 = neutral-control median; activity change, % at 7.5 µM; actives 0.4% (n = 300,000); AID 2094, 2009; in the data active = activity change below about -75%, passing the limit was not always enough; inconclusive = no clear call, values can overlap the other calls;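 note: luminescence divided by OD600 gain over 9 h not by final OD600 alone; inactives centre near 13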
KLF5 inhibitor – KLF5 expression inhibitors, primary screen, DLD-1 cells, luminescence; DLD-1 KLF5 promoter-luciferase reporter; inhibition, % at 5 µM; actives 0.23% (n = 290,000); AID 1700, 2009;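 active = inhibition above a per-plate limit of that plate's mean compound inhibition plus 3 SD, cut at about 60% in these data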;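 note: 0% = DMSO wells and 100% = LY294002 at 200 µM; higher means less KLF5 promoter-driven luciferase light; inactives centre near -14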
HSF-1 act – HSF-1 activators, primary screen, NIH3T3-HGL cells, MG132 stress, luminescence, single point; activation, % at 9 µM; AID 504408, 2011; NIH3T3-HGL HSF-1 luciferase reporter, 8 h; 100% = twice DMSO control signal; actives 1.7% (n = 300,000);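 active = mean replicate activation of at least 50% with a set share of replicates each reaching 50%; inconclusive = only one of those two conditions met; inactive = mean below 50% and too few replicates reaching it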;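 note: 0% = median of the neutral control wells and 100% = twice that signal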
HSF1 inhib – HSF1 inhibitors in luciferase reporter cells, primary screen, cell-based, NIH3T3, luminescence. NIH3T3-HGL HSE-luciferase, MG132-induced, luminescence 8 h; stronger effect = lower value. activity change, negative = inhibition, % at 7.5 µM (by protocol). actives 0.77% (n = 300,000). AID 2098, 2009;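 active = more than half of replicate wells show activity change below -50%, luminescence cut by over half; inconclusive = some wells, but at most half, below -50%; inactive = no replicate well below -50%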;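 note: luciferase reports HSF-1 transcriptional activity via heat shock element; 0% = median of DMSO wells and -100% = zero luminescence signal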
Starred values were filed as active, the others as inactive; ? = inconclusive; / = not tested or not shown.

mol	KLF5 inhibitor	SKKanGAS inh	HIF activator	AI-2 QS modul	IEC-6 cytotox	aSyn UTR inh	HSF1 inhib	HSF-1 act	Platelet DG rel	HSP90 inh
Cc1nn(-c2ccccc2)c(Cl)c1/C=N/NS(=O)(=O)c1ccc(Br)cc1	3	1	-0.5	30	2	3	8	9	-4	-2
CCOc1ccc(S(=O)(=O)NN)cc1	-55	1	1.0	36	0	-10	-2	8	/	2
CC1(C(=O)O)CCC(C(=O)Nc2ccc(F)cc2)C1(C)C (stereo unspecified)	-43	2	0.6	7	-1	4	-1	-5	-7	-3
O=C1C(=O)c2ccccc2C(O)=C1CCCCl	-9	39	-1.0	-19	-1	-37	15	36	4	9
O=C(CCCN1C(=O)c2ccccc2C1=O)Nc1ccc(Br)cn1	-10	6	-0.1	37	-2	15	0	-15	10	1
CC(C)NC(=O)c1cccc(Cn2cc(Cl)cn2)c1	-5	7	-0.2	31	-2	14	3	24	-2	-4
O=C(N/N=C/c1ccc([N+](=O)[O-])o1)C(O)c1ccccc1 (stereo unspecified)	-23	27	0.1	-89*	-3	19	19	13	0	-1
COCC1OS(=O)(=O)NC(CC(=O)SC(C)(C)C)C1C (stereo unspecified)	-9	1	-0.2	27	-1	-4	-4	-3	5	-6
Cc1ccc(OCC(=O)c2cc(C)n(C)c2C)c([N+](=O)[O-])n1	-9	1	0.3	27	1	-42	-14	-18	5	-4
COc1ccc(N=Nc2c(C)[nH]c3ccccc23)cc1	/	-14	1.2	25	/	-51	12	25	-2	/
CC(=O)Nc1cccc(NC(=O)c2cc(-c3cccnc3)nc3ccc(Cl)cc23)c1	-17	18	0.4	-1	7	-53	8	37	3	8
O=C(NCc1cnc2ccccn12)C1CCC(=O)N(Cc2ccccc2F)C1 (stereo unspecified)	-15	-10	-0.5	4	-1	-11	0	-3	-11	-3
O=C(c1ccc(-c2nnc(Nc3cccc(Cl)c3)c3ccccc23)cc1)N1C[C@H]2C[C@H](C1)c1cccc(=O)n1C2	-11	22	-1.0	17	3	26	1	25	0	3
Cc1nnc(NC(=O)CCCN2C(=O)c3ccccc3C2=O)s1	-13	2	-0.4	41	2	-2	17	-2	8	4
Cc1ccc(S(=O)(=O)N2CCN(C(=O)c3cc(=O)[nH]c4ccccc34)CC2)c(C)c1	-20	17	-0.8	28	-3	-5	1	-5	-4	2
COCCNC(=O)C(=O)N/N=C/c1cccs1	-37	1	-0.2	7	2	-5	5	11	1	-2
CC(C(=O)N1c2ccc(F)cc2CCC1C)N1C(=O)c2ccccc2C1=O (stereo unspecified)	-14	-5	-14	1	-1	16	0	7	-5	-5
Cc1noc(C)c1CSc1nc2sc(C)c(C)c2c(=O)n1-c1ccccc1	-33	?	0.5	29	0	19	5	11	-3	1
CC(C)(C)C(=O)Nc1c2c(nn1-c1ccc(F)cc1)CSC2	-13	-4	0.3	12	-6	3	-1	2	7	-3
CCCCCCNS(=O)(=O)c1ccc(Cl)s1	28	/	-0.5	-22	3	21	/	/	0	6
Cc1ccc2[nH]c3c(NCc4ccccc4)ncnc3c2c1	-13	5	-34	20	30*	-95	19	49	-11	1
CCOC(=O)c1ccc(S(=O)(=O)NC2CCCCCCC2)n1C	-33	7	-0.5	21	2	15	0	-1	-2	1
COc1ccc(C(=O)N2CCC(C(=O)Nc3ccc(OC)c(OC)c3)CC2)cc1	-17	-1	0.1	2	4	31	2	5	7	6
c1ccc(-c2cn3nc(-c4ccccc4)c(-c4ccccc4)nc3n2)cc1	0	19	-0.3	16	8	-12	13	22	1	0
CN(C)S(=O)(=O)Nc1ccc(C(=O)O)cc1	-2	6	-0.3	27	-6	3	-11	-9	5	-1
CCN1CCN(c2ccc(S(=O)(=O)N3CCOCC3)cc2NC(=O)c2cc(Cl)nc3ccccc23)CC1	/	-3	0.2	12	/	-5	3	1	-6	/
O=C(Nc1ccc2c(c1)OCO2)NC1(C(F)(F)F)Oc2ccccc2O1	-35	-5	3.9	1	4	-96	5	20	-5	-2
CC(=O)Nc1ccc(S(=O)(=O)NCCC(=O)OCC(=O)NNC(=O)c2ccccc2)cc1	/	5	0.1	19	/	-1	-1	-8	8	/
Cc1ccccc1C(=O)N1CCC(C(=O)Nc2ccccn2)CC1	/	2	-0.2	25	/	0	-7	2	-5	/
CC(O)[C@H]1CNC(=O)C(=O)N1CCCCC1CCCCC1 (stereo partly specified)	/	0	-0.1	7	/	6	4	-7	1	/
CC(C)(C)NC(=O)Cn1nnc(-c2ccc(S(C)(=O)=O)cc2)n1	-28	-8	-0.2	-25	0	-14	-2	6	-8	4
Cc1cc(C)n(CCNC(=O)CCc2nnc(CCc3ccccc3)o2)n1	12	1	0.2	15	1	0	-3	3	-6	8
CN1CCN(C(=O)c2ccc(Cn3cc(Cl)cn3)o2)CC1	-2	-2	0.6	7	0	-13	15	64*	7	7
Cc1ccc(S(=O)(=O)N(C)c2ccc(N)cc2)cc1	6	6	-0.2	23	0	25	2	9	1	-1
Cc1ccc(N/C(C(Cl)=C(Cl)Cl)=C(/Cl)[N+](=O)[O-])c(C)c1	-31	6	0.5	42	2	-53	7	34	-1	-6
CC(C)c1nc2ccccc2n1CC(O)COC1CCCCC1 (stereo unspecified)	5	-5	0.1	-1	-6	-7	1	3	-5	-2
Cc1cccc(NC(=O)Nc2cccnc2)c1C	-13	/	/	7	0	/	/	/	/	0
Cc1ccc(S(=O)(=O)N/N=C/c2ccccc2F)cc1[N+](=O)[O-]	-4	4	0.2	21	-4	20	-4	4	4	2
COc1ccccc1C(=O)Nc1ccc2ccccc2c1	/	-15	4.8	25	/	-88	40	66*	-1	/
O=C(NC1CCCCCC1)C(=O)NC1CCCC1	-34	0	0.5	3	-4	-67	0	14	-3	-2
O=C(/C=C/c1ccccc1)OCCN=C1NS(=O)(=O)c2ccccc21	-25	-18	-0.3	16	7	-4	8	9	-11	1
CC(=O)c1c(C)[nH]c(C(=O)NCCc2cccc(C)c2)c1C	-127	-4	3.6	-2	3	-170	19	33	-4	1
O=C(CCc1nnc2ccc(NCc3ccco3)nn12)N1CCN(c2ccccc2)CC1	-30	-2	-0.5	25	-6	5	-1	5	6	-1
CCOC1=NN(c2ccccc2)C(=O)/C1=C\N(C)C	-11	-6	-0.3	11	-6	14	-3	20	2	2
O=C(c1cccc(Br)c1)N1CCCc2ccccc21	-29	2	-13	/	-8	25	-11	-5	5	-1
Cc1nc2cnccc2n1C	-12	2	0.0	15	-8	-32	-4	-1	0	-2
CC(=O)c1ccc(NC(=O)C2CCCC2)cc1	-17	4	0.8	4	1	-22	-2	1	-3	-4
Cc1cccc(C(=O)OC2CCN(C)CC2)c1	-18	5	0.0	5	-3	0	-2	-23	3	0
Cc1ccccc1C(=O)Oc1cc(N)n(S(C)(=O)=O)n1	-8	5	-0.1	12	-1	19	0	7	6	-3
Cc1cccc(NC(=S)NCC(c2ccccc2)N(C)C)c1 (stereo unspecified)	4	-22	0.1	5	3	-2	-4	4	2	-2
CC(C)=N/N=C(/c1ccc([N+](=O)[O-])cc1)C12CN3CN(CN(C3)C1)C2	-15	-6	-0.2	3	-5	-26	2	3	0	2
CCCn1c(=O)c(C(=O)NNS(=O)(=O)c2ccc(Cl)cc2)c(O)c2ccccc21	-17	96*	-0.4	33	1	-10	-22	-39	-5	0
CCc1nnc(SCC(=O)Nc2ccc(F)cc2)o1	-9	-3	0.3	6	-2	-11	10	15	-2	-2
Cc1ccccc1C1c2[nH]c3ccccc3c2CCN1C(=O)c1ccc(=O)n(C)n1 (stereo unspecified)	-11	8	0.0	24	2	29	-9	0	6	0
COc1ccccc1C1(CCNC(C)c2cccs2)CCOC(C(C)C)C1 (stereo unspecified)	9	5	-0.7	21	1	4	2	4	5	2
COc1ccc(-n2cc(-c3ccccc3)[nH]c2=S)cc1	-99	-14	2.0	-5	-12	-91	24	46	-3	0

Continuation.
mol	KLF5 inhibitor	SKKanGAS inh	HIF activator	AI-2 QS modul	IEC-6 cytotox	aSyn UTR inh	HSF1 inhib	HSF-1 act	Platelet DG rel	HSP90 inh
C=CCN=C1CC(C)(C)CC(=O)/C1=C(/O)CCC(=O)OC	4	0	-0.3	6	2	-2	-5	6	0	0
Cc1cnc(NC(=O)CSc2nnc(Cc3ccccc3)n2C)s1	-31	8	-0.2	34	0	-3	-6	-10	-2	-1
Cc1ncoc1C(=O)Nc1ncc([N+](=O)[O-])s1	-141	10	-0.9	39	0	-12	17	30	20	7
CCC(CC)C(=O)Nc1ccc(C)c(O)c1	-35	-5	0.1	-10	1	-4	25	49	5	-3
C=C1CCN([C@H](C(=O)NCc2ccc(Cl)c(Cl)c2)C(C)C)S(=O)(=O)c2ccccc21	/	12	-0.4	25	/	4	1	5	-1	/
Cc1ccc(C(=O)OCC(=O)N2CCC(C)CC2)cc1S(=O)(=O)N1CCCCC1	-37	-8	0.4	24	2	-2	6	8	21	-2
CC1=NN(C(N)=S)C(=O)C1N=Nc1ccc([N+](=O)[O-])cc1 (stereo unspecified)	-69	1	0.1	7	0	-41	26	21	14	0
O=C1c2c(O)cc(O)cc2O[C@H](c2ccc(O)c(O)c2)[C@H]1O	-27	1	0.6	-6	-8	3	-7	-17	-1	-1
CCS(=O)(=O)N1CCC(c2nc(-c3ccc(C(F)(F)F)cc3)no2)CC1	-8	-3	0.2	32	-2	-11	-3	-5	1	0
COc1ccc(CCNC(=O)CCN2C(=O)COc3ccc(C)cc32)cc1OC	-19	3	0.3	18	-3	13	0	0	0	-1
COc1cc2c(cc1OC)C(NNC(=O)c1ccc(Br)o1)=NC(C)(C)C2	-6	15	-0.1	5	0	-1	-16	-11	15	-6
O=C(CSc1nc(C2CC2)nc2ccccc12)NCc1ccc2c(c1)OCO2	-30	3	-0.1	14	4	2	16	25	1	4
CN1CCC(=NNC(=O)C(=O)NCc2ccccc2)CC1	-37	-1	0.1	15	0	26	-3	-10	-3	0
O=C(Cn1c2ccc(F)cc2c2nc3n(c(=O)c21)CCS3)N1CCCC1	-19	7	-1.2	-3	-2	4	2	27	-18	0
CCCNC(=O)c1ccc(-c2nn(C)c(=O)c3ccccc23)cc1	12	0	-1.5	36	-6	7	4	25	8	0
CCC(=O)Oc1ccc(C(=O)Nc2ccc3c(c2)OCO3)cc1	-76	-2	2.5	2	6	-72	5	9	22	3
COC(=O)c1c(NC(=O)CSc2nnc(-c3ccco3)n2C)sc(C)c1C	-6	-12	0.0	10	-6	-12	-3	-9	-5	-2
O=C(N/N=C\c1cc(Br)cs1)c1ccncc1	-8	-7	0.1	20	4	6	3	-7	3	2
